RORgamma inh: ROR gamma (mouse) transcription inhibition. P51450. Drosophila S2 Gal4-RORgamma UAS-luciferase reporter, 20 h. Potency, µM (series often up to 53.6 µM), for inactives: top-dose activity change, negative = inhibition, usual class: inhibitors. 310,000 tested, 5.4% active. AID 2551; also: potency is read from the fitted curve at half-maximal effect; % is scaled to controls: 0 for no effect and ±100 for the full control effect; nearly all actives have a fitted effect of over 60% in size
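Schneider cells (Drosophila), stable Gal4 DBD–ROR gamma + UAS-luc; 1 hr cmpd preincubation; Cu2+ induction 700 uM final; 20 hr ambient; luminescence.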
FLuc counter: inhibits or activates purified firefly luciferase, miR-21 counter-screen | 360,000 tested, 6.9% active | purified FLuc, Km substrates, luminescence inhibition | Potency, µM (titrated, usually from 57.5 µM), for the others: top-dose activity change, negative = inhibition, most hits filed as inhibitors;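 also: potency is read from the fitted curve at half-maximal effect; plate controls were vehicle for no effect and reference inhibitor for full effect; nearly all actives have a fitted effect of over 55% in size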
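Biochemical qHTS of compounds, final roughly 60 µM downward over six points, against 10 nM purified firefly luciferase using Km concentrations of substrates (10 uM D-luciferin, 10 uM ATP) in Tris acetate pH 7.5 buffer; luminescence output.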
VP16 counter: Gal4-VP16 reporter inhibition counter-screen. Potency, µM (titrated, usually from 53.6 µM), without a hit: at the top dose activity, negative = inhibition, usual class: inhibitors. AID 2546. 310,000 tested, 3.5% active. Drosophila S2 Gal4-VP16 UAS-luciferase, luminescence, 20 h;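 also: Gal4-VP16 expression switched on by copper sulfate through the metallothionein promoter; potency is read from the fitted curve at half-maximal effect; % is scaled to controls: 0 for no effect and ±100 for the full control effect; nearly all actives have a fitted effect of over 50% in size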
MBNL1-CUG inh: MBNL1-poly(CUG) RNA binding inhibition. TR-FRET MBNL1-His/biotin-(CUG)12 binding, 665/545 ratio. 280,000 tested, 0.036% active. Potency, µM (series often up to 57.5 µM), for inactives: at the top dose activity change, negative = inhibition, hits mostly inhibitors; active = well fitted inhibition curve with a large enough effect in the signal ratio, with a control signal flat, not every such curve was filed as active; inconclusive = small, poorly fitted or top-dose-only effect, or effect the other way, or a change in a side signal; inactive = no such curve, though single readings can be large or run the other way; the % refers to the signal ratio; also: potency is read from the fitted curve at half-maximal effect; % is scaled to controls: 0 for no effect and ±100 for the full control effect
Target sequence (Q9NR56 whole entry, looked up): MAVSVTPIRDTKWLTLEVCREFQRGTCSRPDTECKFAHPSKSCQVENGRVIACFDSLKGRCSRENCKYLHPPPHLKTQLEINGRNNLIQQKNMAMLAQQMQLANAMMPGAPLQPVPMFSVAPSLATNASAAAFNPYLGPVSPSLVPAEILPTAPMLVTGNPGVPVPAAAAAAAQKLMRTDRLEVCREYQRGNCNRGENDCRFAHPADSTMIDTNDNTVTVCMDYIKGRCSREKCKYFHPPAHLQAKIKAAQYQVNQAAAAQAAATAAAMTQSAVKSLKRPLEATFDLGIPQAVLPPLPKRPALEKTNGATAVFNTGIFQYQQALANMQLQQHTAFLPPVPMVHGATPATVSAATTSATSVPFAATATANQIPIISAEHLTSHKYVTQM
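TR-FRET readout: Ex 340 nm, 665/545 nm emission ratio, normalized to buffer-only (basal) and MBNL1-(CUG)12 controls. Complex of MBNL1-His with Biotin-(CUG)12, compounds 92 nM–58 uM, incubated 60 min at room temperature.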
Mito fusion yeast: mitochondrial division inhibition or fusion activation; 320,000 tested, 0.23% active; S. cerevisiae fusion-defective mutant growth rescue, CellTiterGlo 48 h; Potency, µM (highest dose often 46.1 µM), for inactives: at the top dose growth rescue (activation), actives largely listed as activators;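 also: potency is read from the fitted curve at half-maximal effect; % of control where 0% means no effect; nearly all actives have a fitted effect of over 45% in size; temperature-sensitive fusion mutants such as fzo1-1 at 37 °C on non-fermentable ethanol glycerol medium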
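Read-out: ATP-based luminescence (CellTiterGlo, 10 min ambient) reporting growth of fusion-defective ts yeast after 48 hours at 37C on glycerol/ethanol YPEG medium in the presence of compound.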
KCNH2 3.1 inh: blocks the human KCNH2 3.1 channel isoform; U2OS KCNH2 3.1, thallium flux FluxOr; hits give low values; AID 720553; 340,000 tested, 0.95% active; activity change, % (tested at about 1.8 µM);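 active = maximum activity change below -70%; inconclusive = maximum activity change from -70% to -50%; inactive = maximum activity change above -50%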;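 also: thallium influx rate constant from kinetic fluorescence after stimulation buffer; % is scaled to controls: 0 for no effect and ±100 for the full control effect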
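Thallium flux via FluxOr fluorescence (Red40 quencher, 45 min loading) in U2OS cells virally expressing the KCNH2 3.1 isoform (1.77 x 10^8 /mL virus, overnight at 37 C). Rate constants from 2-min kinetic reads post-stimulation, normalised to positive and negative controls.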
NPC1 prom act: activates the NPC1 promoter | Huh7 NPC1 promoter luciferase reporter, 24 h | Potency, µM (titrated, usually from 9.22 µM), without a hit: at the top dose activation, usual class: activators | 320,000 tested, 2.4% active;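 also: potency is read from the fitted curve at half-maximal effect; % of control where 0% means no effect; nearly all actives have a fitted effect of over 60% in size; reporter is driven by a mutant NPC1 promoter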
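Cells: Huh7 expressing luciferase under the NPC1 promoter, 1500/well. Seeded 2 h, compound added, incubated 24 h at 37 °C. Luciferase reagent, 10 min ambient, then luminescence.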
Menin-MLL TR inh: inhibitors of human menin-MLL interaction, mutant MLL peptide | O00255 | Potency, µM (top dose mostly 61.6 µM), inactives show top-dose FP activity change, negative = inhibition, most hits filed as inhibitors | AID 1768 | Menin + Texas Red MLL mutant peptide, fluorescence polarization | 270,000 tested, 0.23% active; active = well fitted inhibition curve with a large enough effect in the polarisation, with a control signal flat, not every such curve was filed as active; inconclusive = small, poorly fitted or top-dose-only effect, or effect the other way, or a change in a side signal; inactive = no such curve, though single readings can be large or run the other way; the % refers to the polarisation; also: potency is read from the fitted curve at half-maximal effect; % of control where 0% means no effect; many of its hits are not listed in these tables
Target sequence (O00255 whole entry, looked up): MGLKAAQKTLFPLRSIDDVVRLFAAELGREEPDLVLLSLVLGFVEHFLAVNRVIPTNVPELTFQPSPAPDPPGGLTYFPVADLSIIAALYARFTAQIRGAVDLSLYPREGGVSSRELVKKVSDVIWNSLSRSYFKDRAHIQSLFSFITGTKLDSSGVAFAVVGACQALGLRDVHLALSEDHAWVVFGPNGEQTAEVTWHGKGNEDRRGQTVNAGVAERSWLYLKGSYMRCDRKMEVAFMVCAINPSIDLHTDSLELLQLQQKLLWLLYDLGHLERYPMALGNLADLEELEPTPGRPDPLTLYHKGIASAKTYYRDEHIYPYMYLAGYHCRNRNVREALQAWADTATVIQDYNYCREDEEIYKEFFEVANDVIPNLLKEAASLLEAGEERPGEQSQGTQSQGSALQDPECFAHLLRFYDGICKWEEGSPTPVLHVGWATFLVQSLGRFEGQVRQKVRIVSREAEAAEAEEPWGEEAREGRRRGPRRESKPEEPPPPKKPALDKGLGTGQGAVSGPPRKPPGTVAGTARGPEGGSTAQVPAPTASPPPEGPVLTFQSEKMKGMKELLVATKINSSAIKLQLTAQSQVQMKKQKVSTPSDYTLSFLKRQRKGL
Rab9 promoter act: activators of Rab9 promoter; Huh7 Rab9 promoter-luciferase reporter, luminescence, 24 h; Potency, µM (highest dose often 9.22 µM), for inactives: top-dose activation, negative = inhibition, actives largely listed as activators; 320,000 tested, 2.8% active; AID 485297; also: potency is read from the fitted curve at half-maximal effect; % of control where 0% means no effect; nearly all actives have a fitted effect of over 60% in size
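Luminescence read-out: Huh7 cells stably expressing Rab9-luciferase, treated 24 h with compound at 37 °C, then lysed with luciferase reagent for 10 min at ambient before reading.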
ELG1 repair inh: ELG1-dependent DNA repair inhibition | 330,000 tested, 2.3% active | Potency, µM (titrated, usually from 46.1 µM), inactives show top-dose activity change, negative = inhibition, actives largely listed as inhibitors | HEK293T ELG1-luciferase reporter, luminescence, 16 h; DNA damage induced by 5-fluorouridine; also: potency is read from the fitted curve at half-maximal effect; % is scaled to controls: 0 for no effect and ±100 for the full control effect; nearly all actives have a fitted effect of over 55% in size
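Cells (2,000 per well) received 5-fluorouridine plus test compound or DMSO and were incubated 16 hr at 37 °C, 5% CO2. Luciferase activity was read by luminescence 30 min after ONE-Glo addition; signal suppression marked inhibition of damage-induced ELG1 function.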
PKM2 activator: activators of human pyruvate kinase M2. Potency, µM (series often up to 57.5 µM), inactives show top-dose activation, most hits filed as activators. purified PKM2, Kinase-Glo ATP luminescence, activation; response scale: 0% is enzyme alone, no compound. 260,000 tested, 0.34% active; also: potency is read from the fitted curve at half-maximal effect; % is scaled to controls: 0 for no effect and ±100 for the full control effect; nearly all actives have a fitted effect of over 55% in size
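Purified hPK-M2 (>95% pure) converted ADP (0.1 mM final) to ATP with 0.5 mM PEP in 50 mM imidazole pH7.2, KCl, MgCl2, Tween 20, BSA; 1 h at room temperature. ATP detected by Kinase-Glo luminescence.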
* hit, by the source's call; ? = inconclusive; . = not tested or not shown; [ ] = remark or other dose. Unless noted, calls follow the shape of the dose curve; as a rule, active = well fitted curve in the direction sought with a large enough effect; inconclusive = small, poorly fitted or top-dose-only effect, or another doubt; inactive = no such curve, though single readings can be large; an effect the other way counts as inactive or inconclusive.

SMILES	RORgamma inh	FLuc counter	VP16 counter	MBNL1-CUG inh	Mito fusion yeast	KCNH2 3.1 inh	NPC1 prom act	Menin-MLL TR inh	Rab9 promoter act	ELG1 repair inh	PKM2 activator
CCn1c(COc2cccc(OC)c2)nnc1SCC(=O)N1CCOCC1	1%	7%	-2%	4%	0%	2	-3%	1%	-6%	0%	2%
Cc1ccc(C(=O)Oc2oc(-c3ccccc3)nc2C=Nc2ccc(N(C)C)cc2)cc1	15%	13µM*	-7%	?	14%	12	?	1%	?	?	-12%
O=C(Nc1cc(Cl)cc(Cl)c1)C1CCCC1	?	3%	1%	-6%	7%	13	0%	35%[activator]	6%	7%	4%[11.5 µM]
Cc1nnc(NC(=O)c2ccc3ccccc3c2)o1	0.11µM*	24µM*	0.32µM*	8%	3%	17	4%	4%	11%	17%	1%
O=C(C1=C(O)C(=O)N(CCCN2CCOCC2)C1c1ccccn1)c1cccs1 (stereo unspecified)	27%	-5%	-13%	-4%	5%	.	-2%	?	1%	10%	-18%
CC(=O)c1cc(CN2CCC(N3CCC(C(=O)N4CCCC4)CC3)CC2)cs1	0%	-8%	-3%	3%	-4%	-29	-2%	?	-5%	-9%	-8%
CCOC(=O)c1nn(-c2ccccc2)c2nnc(Cc3ccc(C)cc3)c(=O)n12	-7%	2%	-5%	1%	-4%	4	0%	-1%	-4%	7%	-1%
Cc1ccc(OCc2cc(C(=O)NC3CCCCC3)no2)cn1	-14%	-1%	?	-8%	10%	2	-3%	-2%	-22%	?	0%[0.46 µM]
Cc1ccc(S(=O)(=O)N2CCCC2C(=O)OCc2nc3ccccc3s2)cc1 (stereo unspecified)	-24%[0.365 µM]	3%	.	-7%	1%	-5	1%	-12%	5%	20%	-12%
C#CCOCCOCCOCCNc1nc(N2CCN(C(=O)[C@H](CCCCN)n3cc([C@@H](N)C(C)CC)nn3)CC2)nc(N2CCN(C(=O)[C@H](Cc3ccc(O)cc3)n3cc([C@@H](N)CC(C)C)nn3)CC2)n1 (stereo partly specified)	-16%	0%	3%	-26%	4%	.	-4%	?	1%	15%	-2%
OC(CN1CCN(c2ccc(C(F)(F)F)cn2)CC1)c1ccccc1 (stereo unspecified)	22%	-1%	0%	-2%	-29%	-15	-4%	-11%	-4%	?	.
O=C(NCCS(=O)(=O)N1CCN(c2cccc(Cl)c2)CC1)C1CCCC1	.	4%	.	.	11%	2	0%	.	-6%	?	.
CNC(=S)NNC(=O)c1cc(-c2cccnc2)nc2ccccc12	7.1µM*	-16%	16µM*	-7%	-12%	-2	15%	.	-4%	15%	6%
CCN1CCc2c(sc(NC(=S)NC(=O)c3ccccc3)c2C#N)C1	-30%	-9%	0%	2%	-6%	6	-2%	.	3%	2%	-1%
CCc1ccc(N(C(=O)c2snc(C(N)=O)c2N)C(C(=O)NC2CCCC2)c2ccncc2)cc1 (stereo unspecified)	34%	1%	0%	6%	-1%	-24	-3%	.	4%	?	.
CCOC(=O)c1c(NC(=O)COC(=O)c2nccnc2N)sc2c1CCC2	.	8%	.	.	-4%	10	-1%	.	1%	-2%	.
O=C(Nc1ccc(F)cc1)N1CCn2c(nc3ccccc32)C1	31%	1%	1%	7%	-10%	9	-3%	12%	-5%	-3%	3%
COc1ccc(CCNC(=O)c2cc3c(=O)n(C)c4ccccc4c3n2C)c(OC)c1	-15%	0%	6%	20%	3%	7	-2%	.	-5%	?	-1%
O=C(NC1CCS(=O)(=O)C1)C1CCCCN1S(=O)(=O)c1ccc(Cl)cc1 (stereo unspecified)	-2%[10 µM]	3%	7%	10%	-2%	2	5%	-3%	-5%	-8%	1%
CCCCN(C(=O)C1CCN(C(=O)c2ccccc2C)CC1)c1c(N)n(CCCC)c(=O)[nH]c1=O	-26%	4%	16%	4%	-1%	-3	-10%	.	0%	-2%	-4%
CCOC(=O)C1=C(C)NC(C)=C(C(=O)OCC)C1/C=C/c1ccccc1OC	?	-1%	-12%	20%	6%	5	-1%	32%[activator]	1%	?	0%
O=C(c1ccccc1Br)N1CCN(Cc2ccc3c(c2)OCO3)CC1	-27%	4%	2%	-1%	1%	-15	0%	7%	0%	?	1%[11.5 µM]
CS(=O)(=O)N1CCc2ccc(NC(=O)C3CCCO3)cc2C1 (stereo unspecified)	-5%	-3%	3%	-3%	0%	-7	2%	.	2%	1%	-6%
C#CCOCCOCCOCCNc1nc(N2CCN(C(=O)CCCCCCCCCCNC(=O)[C@H](CO)n3cc(CCCCCN)nn3)CC2)nc(N2CCN(C(=O)CCCCCCCCCCNC(=O)[C@H](CCCN=C(N)N)n3cc(C[C@@H](C)CC)nn3)CC2)n1	.	-15%	.	.	12%	.	-1%	.	-1%	?	.
Cc1cc(N2C(=O)CC(C(C)c3ccccc3)C2=O)no1 (stereo unspecified)	-11%	0%	3%	2%	-3%	4	0%	-1%	-5%	-10%	0%
SMILES	RORgamma inh	FLuc counter	VP16 counter	MBNL1-CUG inh	Mito fusion yeast	KCNH2 3.1 inh	NPC1 prom act	Menin-MLL TR inh	Rab9 promoter act	ELG1 repair inh	PKM2 activator
COc1cccc(SCc2noc(C(=O)NCC3CCCO3)c2C(=O)O)c1 (stereo unspecified)	-12%	-15%	?	-4%	3%	.	1%	-2%	-5%	-1%	1%
CN(CCOc1ccccc1)CC(=O)Nc1ccc(Cl)c(S(=O)(=O)N(C)C)c1	-5%	5%	-24%	-8%	3%	4	-8%	-6%	-4%	?	-5%
Cc1ccc(C(=O)C[n+]2cccc3ccccc32)cc1	?	3%	-8%	?	-1%	4	17%	5%	18%	8%	3%
CCCNC(=O)Cn1nc(C)n2c(cc3cc(F)ccc32)c1=O	10%	1%	1%	7%	-6%	4	0%	0%	-9%	0%	.
CC(=O)c1cc(NC(=O)c2ccc([N+](=O)[O-])cc2)c(=O)oc1C	?	-15%	?	?	-2%	13	-2%	27%	-3%	-5%	13%
CN(CC(=O)NC(=O)NC1CCCCC1)Cc1ccccc1	.	-12%	.	.	6%	-7	11%	.	13%	?	.
Cc1cc(Nc2ccccc2F)n2nc(C)nc2n1	-18%	2%	-6%	-14%	-3%	0	-2%	1%	-2%	12%	2%
Fc1ccc(C2c3[nH]c4ccccc4c3CCN2Cc2cccn2-c2ncccn2)cc1 (stereo unspecified)	15%	0%	7%	-3%	8%	-28	-2%	-22%	-3%	4%	-9%
CCc1nc2ccccc2c(C(=O)O)c1C	9%	-5%	1%	-1%	1%	-6	10%	-18%	-1%	10%	-3%
CC(C)[C@H](NC(=O)NCCc1ccccc1)C(=O)O	1%	4%	-1%[0.365 µM]	-5%	-3%	0	6%	5%	0%	?	3%
Cc1ccc(NC(=O)NNC(=O)c2cc3ccccc3cc2O)cc1	-16%	1%	-12%	2%	-1%	21	1%	29%	4%	0%	-1%
COc1ccc(NC(=O)Cc2nc3ccccc3[nH]2)cc1	28%	2%	8%	-3%	-10%	-14	1%	?	5%	-16%	8%
CN(C(=O)CSc1nc2c(c(=O)[nH]1)CCC2)c1ccccc1	-2%	-11%	6%	-24%	-21%	34	-3%	-18%	5%	?	-5%
CCCOC(=O)c1ccc(Nc2cc(C)nc3ncnn23)cc1	?	2%	-4%	4%	1%	.	-2%	-12%	1%	?	2%
COc1ccc(CC(=O)NNC(=O)c2cccs2)cc1	14%	1%	1%	.	-2%	8	0%	3%	11%	?	-18%
COC(=O)c1ccc(CSc2nc3cc(Cl)ccc3s2)o1	30%	-1%	0%	3%	0%	.	0%	-1%	-2%	?	3%
S=c1[nH]nc(-c2cccc3ccccc23)n1-c1cccnc1	-43%	-2%	-2%	24%	2%	11	-5%	.	-5%	2%	-16%
C=CCOc1ccccc1CNCCCN1CCOCC1	28%	-1%	-2%	3%	1%	5	-2%	-22%	-2%	3%	14%
Cc1ccc(-c2nc(CS(=O)CC(=O)NCc3ccccn3)c(C)o2)cc1 (stereo unspecified)	?	1%	?	5%	-3%	13	1%	-21%	-3%	1%	3%
CC1CCC(NC(=O)CN(C)S(=O)(=O)c2ccc3c(c2)c(=O)n(C)c(=O)n3C)CC1 (stereo unspecified)	-5%	4%	-7%	-1%	0%	0	-2%	.	0%	3%	.
Cc1c(C(=O)NCc2ccccn2)oc2ccccc12	-21%	?	?	-2%	0%	-2	?	-8%	?	?	0%

This is a subset; count on the stated rates, not on these rows.
